# INS promoter inh = inhibitors of insulin promoter-driven GFP, primary screen, imaging, TRM-6 cells (human fetal islet line), eGFP reporter, cell count | reporter expression induced with tamoxifen | inhibition, % at 2 µM | 130,000 tested, 0.9% active | AID 1273, 2008;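 active = inhibition above the mean plus 3 SD, with well images judged a real hit on visual review, cut at about 60% in these data, passing the limit was not always enough; inconclusive = inhibition over the cutoff but images rejected on review; inactive = inhibition not above the cutoff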
# SDO1 yeast rescue = growth rescue of sdo1-depleted yeast, primary screen, S. cerevisiae, bone marrow failure model; S. cerevisiae sdo1-depleted JHY4D growth rescue, OD600 30 h; stronger effect = higher value; pdr5 snq2 efflux-pump mutant strain; z-score at 10 µM; 140,000 tested, 0.21% active;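 active = z-score above 3 at both the 24 hr and the 30 hr optical density reads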;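 note: z-score against mean and SD of all compound wells on the same plate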
# SDO1 yeast rescue Rescue 24 h = also measured in SDO1 yeast rescue; calls as there; z-score; S. cerevisiae sdo1-depleted JHY4D growth rescue, OD600; measured here: growth rescue at 24 h;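 0 is the plate mean of compound wells and units are plate SD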
# Active calls of the source: *; ? = inconclusive; / = not tested or not shown; & = joins results of further samples. This is a subset. The share of hits here may be higher or lower than overall.
SMILES,INS promoter inh,SDO1 yeast rescue,SDO1 yeast rescue Rescue 24 h
O=C(Nc1nccs1)c1ccc2c(=O)n3c(nc2c1)CCCCC3,/,-1.7,-1.4
Cn1c(SCC(=O)N2CCOCC2)nnc1-c1cccc(NC(=O)c2ccccc2)c1,/,0.81,0.68
CCc1nnc(NC(=O)CSc2nnc(Cc3ccc(OC)cc3)o2)s1,/,4,2.8
Cc1ccc(Cn2cc(S(=O)(=O)c3ccc(C(C)C)cc3)c(=O)c3cc4c(cc32)OCO4)cc1,/,-0.09,-0.38
Cc1ccccc1OCC(=O)NNC(=O)CN1C(=O)c2ccccc2C1=O,26,0.77,0.58
Cc1oc(-c2ccccc2)cc1C(=O)Nc1cccc2ccccc12,16,-0.83,-0.27
O=C(CCCN1C(=O)c2ccccc2C1=O)Nc1cccnc1,10,0.53,0.27
O=C(COC(=O)c1cnccn1)c1ccc2c(c1)CCCC2,?,0.94,0.37
CCCOc1cccc(C(=O)NC(=S)Nc2cccc(NC(=O)c3ccccc3Cl)c2)c1,26,-1.3,-0.76
CC(OC(=O)Cc1coc2cc3c(cc12)CCC3)C(=O)NCc1ccc2c(c1)OCO2 (configuration not stated),29,-0.16,0.14
O=[N+]([O-])c1cc(S(=O)(=O)C(F)(F)F)ccc1Sc1nc2ccccc2[nH]1,0,-2.7,-1
O=C(NCCc1ccccc1)/C(=C/c1ccco1)c1ccccc1,-94,-0.9,-1.3
CCOC(=O)c1sc(NC(=O)CCN2C(=O)c3cccc([N+](=O)[O-])c3C2=O)c(C(=O)OCC)c1C,19,-1,-0.78
CCN(CC)S(=O)(=O)c1ccc2c3c(cccc13)C(=O)N2,?,-0.74,-1.4
Cc1ccc(N(CC(=O)O)S(C)(=O)=O)cc1Cl,-14,0.99,0.5
Cn1c(C(C#N)C(=O)Cc2cccc3ccccc23)nc2ccccc21 (configuration not stated),/,-0.19,1.8
CNC(=O)COC(=O)c1ccc(NS(=O)(=O)c2ccc3c(c2)OCCO3)cc1,-67,/,/
CSc1ccccc1-n1nnnc1SCC(=O)Nc1cc(C)ccc1C,34,-1.4,-1.2
CCOC(=O)c1c(NC(=O)Cn2nnc3ccccc32)sc2c1CCC(C)C2 (configuration not stated),/,-0.59,-0.18
Cc1ccc(-n2nnnc2SCC(=O)Nc2ccc3c(c2)COC3=O)cc1C,25,-1.2,-0.81
Cc1nn(Cc2ccc(Cl)cc2)c(C)c1NC(=O)c1noc2c1CCCCC2,0,-0.81,-1.2
COCCNC(=O)CSc1nc(-c2ccccc2)c(-c2ccccc2)o1,-19,-1.2,-1
N#CC1=C(N)N2C(=C(C#N)C13CCCCC3)SC1CCCCC12O (configuration not stated),/,-0.53,0.49
O=C(O)C1CSC2c3ccccc3C(=O)N12 (configuration not stated),12,0.66,0.14
CNC(=O)C(C)c1ncc(C(F)(F)F)cc1Cl (configuration not stated),10,/,/
COc1ccc(N(C(=O)CNC(=O)c2ccco2)C(C(=O)NC2CCCCC2)c2ccco2)cc1 (configuration not stated),42,1.2,1.6
Cn1c(=O)n(C)c2cc(/C=C3/NC(=O)N(Cc4ccccc4)C3=O)ccc21,18,-1,-0.41
O=C(COc1ccc(C(=O)c2ccc(F)cc2)cc1)NCc1ccc(F)cc1,/,0.07,-0.25
COC(=O)c1ccc(/C=N\N2CCN(Cc3ccc(C)cc3)CC2)cc1,/,-0.07,-0.43
COc1ccc(CCNC(=O)CCN2C(=O)COc3ccccc32)cc1OC,59,0.3,0.31
Cc1nonc1NC(=O)CSc1nc2cc(Cl)ccc2c2c1CCCC2,/,-1.5,-0.67
COc1cccc(OC)c1C(=O)NNC(=O)c1ccccc1-n1cccc1,7,/,/
CCN(CC)S(=O)(=O)c1ccc2[nH]cc(C(=O)NCCc3ccc(OC)c(OC)c3)c(=O)c2c1,10,-0.65,-0.31
Cc1c(Cl)cccc1NC(=S)NCC(C)C,-69,0.37,-0.45
COc1ccc(NS(=O)(=O)c2cccc(NC(=O)c3cnccn3)c2)cc1Br,5,/,/
CCN(CC)S(=O)(=O)c1cc(NC(=O)C(C)OC(=O)c2[nH]c(C)c(C(C)=O)c2C)ccc1C (configuration not stated),26,0.37,0.08
Cc1ccc(SCC(=O)N2c3ccccc3Sc3ccccc32)cc1,37,-0.56,-0.02
CC(=O)C(C)Oc1ccc(Cc2ncc(C(F)(F)F)cc2Cl)cc1 (configuration not stated),-16,/,/
COC(=O)[C@H](CCSC)NC(=O)N1CCN(c2cccc(C(F)(F)F)c2)CC1,14,0.05,-0.81
CN(C)S(=O)(=O)c1cccc(-c2nnc(-c3ccccc3)o2)c1,9,-1.3,-1.3
O=S(=O)(Cc1cc(-c2ccccc2)no1)c1ccccc1,24,/,/
COc1cccc(-c2noc(Cn3nc(C)c([N+](=O)[O-])c3C)n2)c1,-6,-0.75,-0.54
Cc1ccc(NC(=O)CN(C)C(=O)/C=C/c2cccc(F)c2)cc1,23,/,/
Cc1ccc2occ(/C=C/C(=O)O)c(=O)c2c1,-14,-0.04,-0.38
COc1ccc(S(=O)(=O)N2CCCCCC2)cc1N(C)S(=O)(=O)c1ccc(Cl)cc1,29,-1.4,-1
O=C(CSCc1cccc(CSCC(=O)Nc2ccc3ccccc3c2)n1)Nc1ccc2ccccc2c1,-9,-0.67,-0.25
Cc1ncoc1C(=O)NCc1ccccc1Cl,57,1.2,0.98
COc1ccc(CN(Cc2ccccn2)C(=O)CN2C(=O)C(C)Oc3ccccc32)cc1 (configuration not stated),/,-1.3,-0.33
Cc1c(Cl)cccc1NC(=O)CSc1nc2c(c(=O)[nH]1)CCCC2,-67,0.44,-0.33
COc1ccc(-c2cc(C3CC3)nc(SCC(=O)c3cccs3)c2C#N)cc1,/,0.19,1.8
CCn1nnc2c(=O)oc3ccccc3c21,3,/,/
Cc1ccc2nc(-c3ccc(NC(=O)Cc4cccs4)cc3)[nH]c2c1,33,1.2,2.8
CN(C)N1C(N)=C(C#N)C(c2cccnc2)C2=C1CCCC2=O (configuration not stated),34,0.77,0
O=C(Nc1cccc(-c2cc3ccccc3oc2=O)c1)c1ccc(Br)o1,63,-2.2,-1.5
O=C(Cc1ccccc1F)Nc1nc(-c2cccs2)cs1,-6,-1.9,-1.6
c1ccc(CN2CCN(c3ncnc4c3[nH]c3ccccc34)CC2)cc1,0,-1.2,-0.55
Nc1nc(-c2ccc(Br)cc2)cc(C(F)(F)F)n1,-28,0.32,-0.18
CC(=O)c1cc2c(cc1NS(=O)(=O)c1ccc(C)cc1)OCO2,/,-1.6,-1.7
CCOC(=O)N/N=C\c1ccc(OC(=O)c2ccc3c(c2)OCO3)cc1,22,/,/
COc1ccc(C(=O)NC(=S)Nc2cccc(Cl)c2N2CCOCC2)cc1[N+](=O)[O-],/,-0.84&-0.96,0&0.19
# Next part
SMILES,INS promoter inh,SDO1 yeast rescue,SDO1 yeast rescue Rescue 24 h
C=CCNC(=O)COC(=O)COc1ccc(Cl)cc1,23,/,/
Cc1cc(C)c2nc(N3CCCC(C(=O)NCCN4CCOCC4)C3)sc2c1 (configuration not stated),/,-0.03,0.46
COc1ccc(C(=O)NC2CCSC2=O)cc1 (configuration not stated),14,1.1,-0.51
CCOC(=O)Cc1c(C)nc(-c2ccccc2)[nH]c1=O,/,0.04,0.11
O=C(C[n+]1cccc(NC(=O)c2ccccc2)c1)c1cccc([N+](=O)[O-])c1,36,/,/
O=C(CN1C(=O)NC2(CCCCC2)C1=O)NCCC1=CCCCC1,4,1.1,0.87
Cc1nc2ccccc2c(=O)n1NS(C)(=O)=O,-13,1.2,1.7
O=C(COc1ccc(Cl)cc1)Nc1ncccn1,35,1.4,-0.33
C/C(=N\NC(=O)c1ccccn1)C12CC3CC(CC(C3)C1)C2,24,-0.27,0.23
CCc1nc2ccccc2c(C(=O)NCc2ccc(OC)cc2)c1C,-27,/,/
O=C(NC1CC2CCCC(C1)N2Cc1cccs1)N1CCOCC1 (configuration not stated),-36,0.68,0.43
CCn1cc([N+](=O)[O-])c(C(=O)N2N=C(c3ccc(O)c(OC)c3)CC2c2ccccc2O)n1 (configuration not stated),-53,0.92,-0.27
CCOc1ccccc1NC(=O)CSc1nnc(-c2ccco2)n1Cc1ccco1,-3,-0.86,-0.67
COc1ccc(NC(=O)CC2(Cc3ccccc3)CCOC(C)(C)C2)cc1 (configuration not stated),-31,-1.1,-1.1
Cc1nnc(NC(=O)NC(C)N2C(=O)C3C4C=CC(C4)C3C2=O)s1 (configuration not stated),/,0.69,0.21
COc1ccc(C(=O)c2ncc(C(F)(F)F)cc2Cl)cc1,23,/,/
CCCN1C(=O)c2cc(C(=O)Nc3ccc(OC)c(OC)c3)ccc2C1Nc1ccc(OC)c(OC)c1 (configuration not stated),6,/,/
COCCn1nnnc1CN1CCC(O)(c2cccc(C(F)(F)F)c2)CC1,16,0.95,0.68
O=C(Nc1ccc2nc[nH]c2c1)c1ccco1,/,0.93,0.57
O=C(CCN1C(=O)c2ccccc2C1=O)NCc1ccncc1,/,-0.08,-0.82
CSC(=Nc1cccc(C)c1)NC#N,-14,-0.02,0.1
COc1ccc(OC)c(S(=O)(=O)N(C)CC(=O)N2CCN(c3ccccc3)CC2)c1,-22,-0.55,-0.42
NC(=O)CC1NC(=O)c2ccccc21 (configuration not stated),/,0.11,-0.26
Cc1ccccc1NC(=O)C1CC(=O)N(c2ccc3c4c(cccc24)CC3)C1 (configuration not stated),-17,-0.11,-0.26
FC(F)(F)c1cc(-c2cccs2)nc2ncnn12,48,/,/
N#C/C(=C\C1CC2C=CC1C2)c1nc2ccccc2[nH]1 (configuration not stated),79*,-1.8,-1.1
Cc1ccccc1-n1c(=O)c(C#N)cc2c(=O)n3ccccc3nc21,-1,-0.1,-0.73
Cc1ccc(C(=O)OCC(=O)NCc2ccc3c(c2)OCO3)s1,6,-0.34,-1.3
C=C(C)COc1ccc(-c2[nH]ncc2-c2ccc(OC)c(OC)c2)c(O)c1,/,-0.44,-0.44
N/C(Cn1nnc(-c2ccccc2)n1)=N\O,-30,-0.03,-0.85

# Exported with values under each structure: entries from further up
# Values in the order – INS promoter inh	SDO1 yeast rescue	SDO1 yeast rescue Rescue 24 h
- COCCn1nnnc1CN1CCC(O)(c2cccc(C(F)(F)F)c2)CC1
    16	0.95	0.68
- O=C(Nc1ccc2nc[nH]c2c1)c1ccco1
    /	0.93	0.57
- O=C(CCN1C(=O)c2ccccc2C1=O)NCc1ccncc1
    /	-0.08	-0.82
- CSC(=Nc1cccc(C)c1)NC#N
    -14	-0.02	0.1
- COc1ccc(OC)c(S(=O)(=O)N(C)CC(=O)N2CCN(c3ccccc3)CC2)c1
    -22	-0.55	-0.42
- NC(=O)CC1NC(=O)c2ccccc21 (configuration not stated)
    /	0.11	-0.26
- Cc1ccccc1NC(=O)C1CC(=O)N(c2ccc3c4c(cccc24)CC3)C1 (configuration not stated)
    -17	-0.11	-0.26
- FC(F)(F)c1cc(-c2cccs2)nc2ncnn12
    48	/	/
- N#C/C(=C\C1CC2C=CC1C2)c1nc2ccccc2[nH]1 (configuration not stated)
    79*	-1.8	-1.1
- Cc1ccccc1-n1c(=O)c(C#N)cc2c(=O)n3ccccc3nc21
    -1	-0.1	-0.73
- Cc1ccc(C(=O)OCC(=O)NCc2ccc3c(c2)OCO3)s1
    6	-0.34	-1.3
- C=C(C)COc1ccc(-c2[nH]ncc2-c2ccc(OC)c(OC)c2)c(O)c1
    /	-0.44	-0.44
- N/C(Cn1nnc(-c2ccccc2)n1)=N\O
    -30	-0.03	-0.85

# More structures:
SMILES,INS promoter inh,SDO1 yeast rescue,SDO1 yeast rescue Rescue 24 h
O=C(NCCSCc1ccco1)Nc1cccc(Cl)c1,-65,-0.14,-0.28
Cc1cccc(OCCCC(=O)NC(C)c2ccccc2)c1 (configuration not stated),-85,0.84,1.8
NC(=O)c1nn(-c2ccccc2)nc1N,17,1.4,1.6
CCOC(=O)N1CCC(c2nc3ccccc3[nH]2)CC1,/,-0.08,0.3
Cc1cccc(-c2nc3ccccc3c(=O)n2NC(=O)c2cccs2)c1,/,-0.35,-1.3
Cc1ccc(CN2CCN(/N=C/c3ccc(C(F)(F)F)cc3)CC2)cc1,37,-0.34,0.07
CCCC(C(=O)NC1CCCCC1)N(Cc1ccco1)C(=O)CNS(=O)(=O)c1ccccc1 (configuration not stated),-77,-0.64,-0.85
CCOC(=O)c1sc(NC(=S)n2cc(C)cn2)c(C(=O)OCC)c1C,-50,/,/
COc1ccc(S(=O)(=O)N(CCc2ccccc2)CC(=O)O)cc1Cl,64,1.7,1.5
CC(=O)Nc1ccc2c(c1)nc(CCN1CCN(C)CC1)n2C,/,0.6,0.43
COc1cc2c(cc1NC(=O)COC(=O)C1CC(=O)N(Cc3ccco3)C1)oc1ccccc12 (configuration not stated),14,0.63,1.9
Cc1ccc2cc(CN(C(=O)c3ccco3)c3ccccc3C)c(=O)[nH]c2c1,/,-0.86,-0.57
Cn1ccs/c1=N\S(=O)(=O)c1ccc(Br)cc1,23,0.86,0.25
CC(C)NS(=O)(=O)c1ccc(OCC(=O)Nc2ccccc2F)cc1,44,0.4,0.83
CCCCCCN1C=CC(=C/C=C(\C#N)C(=O)OCC)C=C1,-133,-0.47,-1.1
NC(=O)Cn1c2[n+](c3ccccc31)CC(O)CS2 (configuration not stated),19,-0.38,-0.62
CCC(Sc1nc2cc(OC)c(OC)cc2c(=O)n1CCc1ccc(S(N)(=O)=O)cc1)C(=O)NCCOC (configuration not stated),-42,/,/
CC(C)(C)S(=O)(=O)c1ccc(S(=O)(=O)C(C)(C)C)s1,44,1.2,1.1

# High-throughput results (PubChem)
